High-throughput results deposited in PubChem by Broad Institute.
esBAF inh: inhibitors of esBAF chromatin remodeling in mouse ES cells. Bmi1-luciferase knock-in reporter, 24 h; 100% = twice the neutral-well signal. reporter increase, % at 12.5 µM. hit rate 2% among 350,000. AID 602393; in the data active means activation above about 40%; inconclusive means no clear call, values can overlap the other calls;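 further: 0% = median of the plate's neutral control wells and 100% = double that signal; a rise in the Bmi1 reporter signal indicates esBAF inhibition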
RAD54 inh: inhibitors of human RAD54 branch migration; hit rate 0.14% among 360,000; inhibition, % at 10.4 µM; RAD54 Holliday junction branch migration, FAM/BHQ fluorescence;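 active means mean normalized replicate activity at least 40 and at least half of replicates scoring 40 or more; inconclusive means only one of the two criteria met; inactive means mean below 40 and under half of replicates reaching 40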;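 further: 0% = median of neutral control wells and 100% = median of positive control wells; inhibitors cause a drop in the FAM fluorescence signal; in these data hits start at about 50%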
Target sequence (Q92698 whole entry, looked up): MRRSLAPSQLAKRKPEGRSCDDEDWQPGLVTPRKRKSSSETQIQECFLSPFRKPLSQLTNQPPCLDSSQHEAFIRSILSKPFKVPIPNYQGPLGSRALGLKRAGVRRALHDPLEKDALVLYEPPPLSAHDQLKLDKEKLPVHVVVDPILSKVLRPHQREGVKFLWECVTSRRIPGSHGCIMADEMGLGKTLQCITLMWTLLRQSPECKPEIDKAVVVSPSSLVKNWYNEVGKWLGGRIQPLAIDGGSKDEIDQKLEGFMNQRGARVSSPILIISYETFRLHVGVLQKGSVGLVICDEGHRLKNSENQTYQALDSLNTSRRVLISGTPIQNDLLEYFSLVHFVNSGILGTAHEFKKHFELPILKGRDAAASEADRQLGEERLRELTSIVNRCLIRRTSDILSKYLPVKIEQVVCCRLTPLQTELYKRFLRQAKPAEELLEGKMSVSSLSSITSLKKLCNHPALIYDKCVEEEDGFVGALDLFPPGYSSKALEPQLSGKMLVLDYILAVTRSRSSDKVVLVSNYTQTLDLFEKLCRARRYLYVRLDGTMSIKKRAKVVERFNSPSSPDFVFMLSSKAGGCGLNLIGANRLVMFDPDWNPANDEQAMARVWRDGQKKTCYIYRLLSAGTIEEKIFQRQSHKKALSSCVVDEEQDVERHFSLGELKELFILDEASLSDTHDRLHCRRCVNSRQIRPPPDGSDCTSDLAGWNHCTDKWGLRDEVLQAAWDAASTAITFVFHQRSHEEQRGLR
ARNT TACC3 PPI: disrupts binding between human ARNT and TACC3; AlphaScreen His-ARNT PAS-B/GST-TACC3 binding, luminescence; TACC3 fragment carries E629A point mutation; inhibition, % at 9.99 µM; Q9Y6A5; hit rate 0.66% among 390,000; AID 623870;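 active means mean inhibition of replicates at least 50% and at least half of replicates each reaching 50%; inconclusive means half or more replicates reach 50% but mean below 50%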;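 further: 0% = complete ARNT plus TACC3 wells and 100% = ARNT alone without TACC3; many hits fall short of the cut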
An asterisk follows results filed as active; ? = inconclusive. A portion of the library. The share of hits here may be higher or lower than overall.

SMILES	esBAF inh	RAD54 inh	ARNT TACC3 PPI
Cn1c(C(=O)O)c(CC(=O)NCc2cccnc2)c2ccccc21	-1.2	-3.4	-17.9
O=c1cnn(-c2ccccc2)c(-c2ccccc2)c1	?	-6.4	-3.9
CN(C)C(C(=O)NC1CCCCC1)c1ccc(Cl)cc1 (stereo unspecified)	-5.3	-3.4	-3.8
Cc1cccc(C)c1N(CC(O)Cn1c2ccccc2c2ccccc21)S(C)(=O)=O (stereo unspecified)	-12.5	-12.2	6.3
Cn1c(CCNC(=O)c2ccccc2)nc2cc(NC(=O)C3CCCCC3)ccc21	-4.4	15.3	2.5
CCOC(=O)N1CCN(S(=O)(=O)c2cc(Br)cc3c2N(C(=O)C2CC2)CC3)CC1	3.0	2.7	-5.6
O=S(=O)(NC1CC1)c1cccc(S(=O)(=O)N2CCCC2)c1	-12.4	-2.4	-12.2
COc1ccc(-n2c(C)c(C(C)=O)c(C(C)=O)c2C)cc1OC	-7.0	-4.3	6.6
COc1cccc(CNCC(=O)N2C(C)CCCC2C)c1 (stereo unspecified)	-7.7	7.5	-15.1
O=C(CCl)Nc1ccccc1Sc1ccc(Cl)cc1	-2.3	-1.0	-7.2
Cn1nc(C(=O)NCC2CCCO2)c2ccccc2c1=O (stereo unspecified)	-11.5	-19.1	-23.9
CC(C)(C)C1CCC(OC(=O)c2ccncc2)CC1 (stereo unspecified)	4.0	-1.1	0.7
CC(=NCc1ccco1)c1c(O)n(C2CCCCC2)c(=O)[nH]c1=O	-0.2	-15.6	29.8
Cc1cccc(-c2nnc(SCc3ccccc3)o2)c1	62.5*	-6.6	-6.8
O=C(CSc1nnc(-c2cccnc2)n1-c1ccccc1)N1CCN(c2ccc(F)cc2)CC1	1.9	1.1	-2.6
O=C(N/N=C/c1ccc(F)cc1)c1cc(-c2ccco2)nc2ccccc12	17.2	1.9	-1.3
CN(C)c1cccc2c(S(=O)(=O)Nc3ccccn3)cccc12	-0.7	-40.8	1.7
Cc1ccc(S(=O)(=O)N2CCCCC2C(=O)NCc2ccco2)cc1 (stereo unspecified)	-30.5	11.7	1.5
CCOC(=O)CN1C(=O)C(Sc2n[nH]c(-c3ccc(O)cc3)n2)CCc2ccccc21 (stereo unspecified)	5.8	3.2	3.1
CCOC(=O)c1[nH]c(C)c(C(=O)OCC(=O)N(CC)C2CCS(=O)(=O)C2)c1C (stereo unspecified)	12.6	2.7	-3.0

One compound at a time, as listed above:
O=S(=O)(NC1CC1)c1cccc(S(=O)(=O)N2CCCC2)c1 as listed: esBAF inh: -12.4; RAD54 inh: -2.4; ARNT TACC3 PPI: -12.2
Cn1c(CCNC(=O)c2ccccc2)nc2cc(NC(=O)C3CCCCC3)ccc21 as listed: esBAF inh: -4.4; RAD54 inh: 15.3; ARNT TACC3 PPI: 2.5
O=C(N/N=C/c1ccc(F)cc1)c1cc(-c2ccco2)nc2ccccc12 as listed: esBAF inh: 17.2; RAD54 inh: 1.9; ARNT TACC3 PPI: -1.3

Carrying on.
SMILES	esBAF inh	RAD54 inh	ARNT TACC3 PPI
CCN(CCCNC(=O)C1CCCN(S(=O)(=O)CC)C1)c1cccc(C)c1 (stereo unspecified)	-2.8	-5.9	-28.1
O=C(c1cc2n(n1)C(C(F)(F)F)CC(c1ccco1)N2)N1CCN(c2ccccn2)CC1 (stereo unspecified)	-1.3	-3.8	-8.3
CSc1nnc(-c2sccc2OCc2ccc(C)cc2)n1C	-7.0	-3.6	1.0
COc1ccc(N(CC(=O)NCCSc2ccccn2)S(C)(=O)=O)cc1Cl	0.5	10.2	-0.7
O=C(NCC(=O)N(Cc1ccccc1)C(C(=O)NC1CCCCC1)c1ccco1)c1ccco1 (stereo unspecified)	5.9	5.5	-7.5
O=C(Nc1cccc2ccccc12)c1onc2c1CCCC2	68.2*	0.8	-7.2
COc1ccc(OCc2cccc(C(=O)N3CCCC3)c2)cc1	27.8	3.0	-6.6
COc1cc(CC(=O)Nc2sccc2C(N)=O)cc(OC)c1OC	-8.2	-1.8	-2.7
O=C(CCC(=O)N(CC(=O)NC1CCCCC1)c1ccc2c(c1)OCO2)Nc1ccccn1	7.8	-5.3	-1.8
COc1ccc(N(CC(=O)NCc2ccco2)S(C)(=O)=O)cc1	-7.1	-6.7	0.7
Cc1c(C(c2cccc([N+](=O)[O-])c2O)c2c(C)n(C)n(-c3ccccc3)c2=O)c(=O)n(-c2ccccc2)n1C	9.0	-4.9	-7.9
CCOC(=O)c1c(NC(=O)Cc2cccs2)sc2c1CCCC2	-13.4	1.1	5.7
O=[N+]([O-])c1ccc(/C=N\N2CCN(c3ccc(Cl)cc3)CC2)cc1	1.0	-5.5	-3.8
COc1cccc(Nc2nc(N)nc(C(F)(F)F)n2)c1	-3.1	7.0	18.8
N=c1n(CCO)c2ccccc2n1CCOc1ccccc1	11.0	-15.4	20.7
Cc1cccc(N2C(=O)CC(N3CCOCC3)C2=O)c1 (stereo unspecified)	1.0	-2.0	-2.4
CCS(=O)(=O)c1ccc(NC(=O)c2ccccc2Cl)c(O)c1	-6.6	-1.2	-1.5
Cc1ccc(C)c(OCCn2cc(/C=C(\C#N)C(=O)NCc3cccs3)c3ccccc32)c1	-9.9	-6.4	-1.6
O=C(CCNS(=O)(=O)c1ccccc1C(F)(F)F)NCc1ccc2c(c1)OCO2	-5.0	-4.2	-0.3
Cc1ccccc1NC(=O)C1CCCN1C(=O)NC1CCCCC1 (stereo unspecified)	1.3	5.2	-2.3
CCc1nnc(NC(=O)CSc2ncnc3scc(-c4ccc(C)cc4)c23)s1	1.6	-3.0	-4.4
COc1cc(/C=C/C(C)=O)cc(OC)c1OC	-3.0	-0.7	-19.8
CCOC(=O)c1sc2nc(N3CCCC3)c3c(c2c1N)CC(C)(C)OC3	12.4	6.3	3.8
COc1cc(S(=O)(=O)NCCN2CCOCC2)c(OC)cc1Cl	2.7	-0.1	-0.1
Cc1cc(Nc2ccccc2)nc(-c2ccccc2O)n1	38.0	-7.2	0.0
O=S(=O)(/N=C(/Nc1cccc2ccccc12)c1ccccc1)c1cccs1	2.6	-5.6	4.2
C=CCNc1nc(N2CCOCC2)nc(N2CCOCC2)n1	-3.9	17.4	-15.3
Cc1noc(C)c1CSc1nc2[nH]ncc2c(=O)n1-c1ccccc1	-27.7	-3.1	1.9
COc1cc(OC)nc(NC2OC(=O)c3ccccc32)n1 (stereo unspecified)	5.1	-3.7	-2.2
O=C(NC1=NCCS1)c1ccc(OCC2CCCO2)cc1 (stereo unspecified)	-3.3	-7.7	-1.3
COc1ccc(OCCCC(=O)N2CCCc3ccccc32)cc1	1.4	-9.5	-5.3
Cn1c2c(c(=O)n(C)c1=O)C(CC(=O)Nc1ccccc1)C(=O)N2 (stereo unspecified)	-3.4	0.7	-6.8
COC(=O)C1=C(N)OC2=C(C(=O)CCC2)C1c1cccs1 (stereo unspecified)	0.5	-1.8	17.9
Cc1ccc(OCc2nc(C#N)c(NCc3ccco3)o2)cc1	-2.9	-8.0	10.9
CN1CCc2c(sc3c2C(=O)NC(c2cn(Cc4ccccc4)c4ccccc24)N3)C1 (stereo unspecified)	0.6	9.9	-1.7
COc1ccc(N2CCN(c3ccc(NC(=O)c4ccc5c(c4)OCO5)cc3C#N)CC2)cc1	-3.3	0.5	-7.0
CCSc1nnc(NC(=O)Cc2ccccc2OC)s1	-2.9	-2.1	-13.0
CCN1CCN(CCCNC(=O)c2ccc(/C=C3/Oc4ccccc4N(Cc4cccc(C)c4)C3=O)cc2)CC1	-10.9	4.9	-2.0
CCc1cc2c(NC(C(=O)O)C(C)C)ncnc2s1 (stereo unspecified)	2.0	4.9	1.6
Cc1ccc(SCC(=O)Nc2ccc(N3CCN(C)CC3)c(F)c2)cc1	30.4	4.5	-5.3

Quoted from above for reference:
SMILES	esBAF inh	RAD54 inh	ARNT TACC3 PPI
CN1CCc2c(sc3c2C(=O)NC(c2cn(Cc4ccccc4)c4ccccc24)N3)C1 (stereo unspecified)	0.6	9.9	-1.7
COc1ccc(N2CCN(c3ccc(NC(=O)c4ccc5c(c4)OCO5)cc3C#N)CC2)cc1	-3.3	0.5	-7.0
CCSc1nnc(NC(=O)Cc2ccccc2OC)s1	-2.9	-2.1	-13.0
CCN1CCN(CCCNC(=O)c2ccc(/C=C3/Oc4ccccc4N(Cc4cccc(C)c4)C3=O)cc2)CC1	-10.9	4.9	-2.0
CCc1cc2c(NC(C(=O)O)C(C)C)ncnc2s1 (stereo unspecified)	2.0	4.9	1.6

(list continues)
SMILES	esBAF inh	RAD54 inh	ARNT TACC3 PPI
O=C(O)c1ccc(NC(=S)NC(NC(=O)c2ccco2)C(Cl)(Cl)Cl)cc1 (stereo unspecified)	-6.5	1.9	1.9
COc1ccc(N2CC(C(=O)NCCCN3CCOCC3)CC2=O)cc1 (stereo unspecified)	-3.7	-11.3	-4.6
CCc1ccccc1NS(=O)(=O)c1ccc2[nH]cc(C(=O)NCC3CCCO3)c(=O)c2c1 (stereo unspecified)	4.3	-6.3	-1.2
CCOC(=O)c1sc2nc(SCC#N)n(CC3CCCO3)c(=O)c2c1C (stereo unspecified)	-5.7	-0.7	-9.1
O=C(Nc1cccc(-c2nnc(-c3ccco3)o2)c1)C(c1ccccc1)c1ccccc1	-0.4	-1.5	-4.0
CCOC(=O)C1CCCN(CC(=O)Nc2c(C(=O)OC)[nH]c3ccc(C)cc23)C1 (stereo unspecified)	-2.7	2.4	-4.3
COC(=O)C(Cc1ccc(OC(=O)c2ccc(C(F)(F)F)cc2)cc1)N1Cc2ccccc2C1=O (stereo unspecified)	46.5*	10.2	-37.8
CCN1CCCC1CNC(=O)Cn1cccc1C(=O)c1ccccc1 (stereo unspecified)	3.8	-5.6	-6.6
Cc1cc(Cl)cc2c1NC(=O)[C@]21[C@@H]2C(=O)N(Cc3ccccc3)C(=O)[C@@H]2[C@@H]2CCCN21	-4.9	0.5	2.0
CC(/C=N/NC(=O)Cc1cc(=O)[nH][nH]1)=C\c1ccccc1	6.7	-0.7	-1.4
Cc1ccc(SCC2(O)CCN(C(=O)c3ccc(Cl)cc3)CC2)cc1	-8.0	0.5	-3.4
Cc1cccc(-c2c3c(=O)n(C)c(=O)n(C)c3c3cccnn23)c1	-4.9	-16.2	2.2
O=c1/c(=C\c2cc([N+](=O)[O-])cc([N+](=O)[O-])c2O)sc2nc3ccccc3n12	-2.6	20.1	5.7
O=C(CCCN1C(=O)c2ccccc2C1=O)Oc1ccc(Cl)cc1	-5.4	-7.2	-0.6
Cn1c(N2CCCC2)nc2c1c(=O)n(Cc1cccc(F)c1)c(=O)n2C	-0.8	-4.6	4.7
CCOC(=O)CN1C(=O)N[C@@H](c2ccccc2)C(C(C)=O)=C1C	-4.6	7.9	-2.4
CC(C)(C)c1csc(SCC(=O)Nc2ccc(Cl)cn2)n1	-1.3	3.3	-6.0
Cc1ccc(S(=O)(=O)/N=C(/Nc2ccccn2)c2ccc(Cl)cc2)cc1	45.6*	-5.3	-7.7
N#CC1=C(N)SC(N)=C(C#N)C1c1c(Cl)cccc1Cl	-3.1	-43.9	-1.2
O=C(CSc1nnnn1-c1ccc(F)cc1)Nc1ccc(N2CCOCC2)c(Cl)c1	0.0	0.6	9.5
COc1ccc2nc(NC(=O)c3cc(C)oc3C)sc2c1	32.2	8.1	-7.6
COC(=O)/C=C/CSC1=N/C(=C/c2ccc(-n3cncn3)cc2)C(=O)N1	-5.4	-2.5	-11.0
Clc1ccc(-c2nnc(-c3ccccc3)o2)c(Cl)c1	-36.5	-1.3	-6.0
CCc1ccc(NC(=O)c2ccccc2NC(=O)C2CCCO2)cc1 (stereo unspecified)	20.4	4.7	18.7
O=C(c1cccc2c1C(=O)N(Cc1cccnc1)C2)N1CCN(c2ccccc2)CC1	-9.8	4.6	-27.0
FC(F)(F)c1cccc(-c2noc(CN3CCOCC3)n2)c1	18.5	14.0	-2.5
O=S(=O)(NCCCCCNS(=O)(=O)c1ccc(F)cc1)c1ccc(F)cc1	-1.0	6.4	-3.5
O=C(NCC(=O)N1CCC(N2CCCCC2)CC1)C1CCCCC1	-1.1	1.0	5.7
Clc1ccccc1COc1ccccc1-c1nnco1	-14.3	-8.0	-1.7
CSc1ccc(NC(=O)N2CCN(c3nc4ccccc4s3)CC2)cc1	-6.6	-1.9	4.6
COc1cccc(N2CC(O)Cn3c2nc2c3c(=O)n(CCCc3ccccc3)c(=O)n2C)c1 (stereo unspecified)	-1.9	9.7	-2.6
CC(C)Nc1nc(NC(C)C)nc(N(C)C#N)n1	-5.9	5.8	7.7
O=C(N1CCOCC1)C(F)(F)C(=O)N1CCOCC1	3.1	-6.8	5.2
Cc1cc(N2CCC(C(N)=O)CC2)nc(-c2ccccc2)n1	-5.1	2.4	0.6
O=C(OCc1cn(-c2ccc(Cl)c(Cl)c2)nn1)c1ccccc1	0.0	-1.0	-2.2
O=C(COC(=O)COc1ccccc1[N+](=O)[O-])Nc1ccc(S(=O)(=O)N2CCCCC2)cc1	-4.8	5.7	1.8
COc1cccc2c1C(=O)c1c(O)c3c(c(O)c1C2=O)C[C@@](O)(C(=O)CO)C[C@@H]3O[C@H]1C[C@H](N)[C@@H](O)[C@H](C)O1	-83.3	-37.2	21.8
COc1cccc2cc(C(=O)C3=C(O)C(=O)N(CCN(C)C)C3c3ccc(F)cc3)oc12 (stereo unspecified)	0.8	-13.9	-0.3
CN(C(=O)CSc1nnc(-c2ccco2)o1)C1CCCCC1	40.8*	1.2	-6.3
O=C(CSc1nnc(-c2ccccc2)o1)c1ccc2c(c1)OCCO2	-3.7	-4.3	26.0
